Menin MLL FP TR – displaces Texas Red mutant MLL peptide from human menin | Menin + Texas Red MLL mutant peptide, fluorescence polarization | Potency, µM (doses to about 61.6 µM), inactives show at the top dose FP activity change, negative = inhibition, hits mostly inhibitors | 270,000 compounds, 0.23% hits; active = well fitted inhibition curve with a large enough effect in the polarisation, with a control signal flat, not every such curve was filed as active; inconclusive = small, poorly fitted or top-dose-only effect, or effect the other way, or a change in a side signal; inactive = no such curve, though single readings can be large or run the other way; the % refers to the polarisation; note: potency is the fitted concentration of half-maximal effect; % of control where 0% means no effect; many of its hits are not listed in these tables
Target sequence (O00255 whole entry, looked up): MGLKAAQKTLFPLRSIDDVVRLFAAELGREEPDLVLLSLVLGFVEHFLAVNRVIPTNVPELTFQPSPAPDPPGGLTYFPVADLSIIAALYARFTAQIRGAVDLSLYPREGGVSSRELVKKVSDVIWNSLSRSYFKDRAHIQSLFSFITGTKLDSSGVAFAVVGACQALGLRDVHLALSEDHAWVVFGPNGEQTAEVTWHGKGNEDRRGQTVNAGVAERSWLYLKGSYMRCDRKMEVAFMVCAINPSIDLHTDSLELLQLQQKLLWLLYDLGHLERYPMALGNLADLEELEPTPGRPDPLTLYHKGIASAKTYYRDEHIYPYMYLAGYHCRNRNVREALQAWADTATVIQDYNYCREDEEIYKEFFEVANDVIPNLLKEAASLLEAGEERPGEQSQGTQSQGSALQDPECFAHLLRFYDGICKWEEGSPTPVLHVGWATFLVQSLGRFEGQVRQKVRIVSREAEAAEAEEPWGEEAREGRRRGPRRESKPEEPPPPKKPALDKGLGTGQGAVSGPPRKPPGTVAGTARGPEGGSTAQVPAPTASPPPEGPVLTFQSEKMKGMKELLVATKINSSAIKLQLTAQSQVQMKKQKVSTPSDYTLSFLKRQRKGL
PKM2 act – increases activity of human pyruvate kinase M2 | P14618 | purified PKM2, Kinase-Glo ATP luminescence, activation; response scale: 0% is enzyme alone, no compound | Potency, µM (doses to about 57.5 µM), inactives show at the top dose activation, hits mostly activators | 260,000 compounds, 0.34% hits | AID 1631; note: potency is the fitted concentration of half-maximal effect; % is set by controls: 0 for no effect and ±100 for the full control effect; nearly all actives have a fitted effect of over 55% in size
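ATP formation by purified human PK-M2, quantified via coupled luciferase luminescence after 1 h at room temperature with 0.1 mM ADP and 0.5 mM PEP final.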
MBNL1-CUG inh – blocks human MBNL1 binding to CUG repeat RNA; Potency, µM (top dose mostly 57.5 µM), inactives show at the highest dose activity change, negative = inhibition, usual class: inhibitors; Q9NR56; TR-FRET MBNL1-His/biotin-(CUG)12 binding, 665/545 ratio; 280,000 compounds, 0.036% hits; active = well fitted inhibition curve with a large enough effect in the signal ratio, with a control signal flat, not every such curve was filed as active; inconclusive = small, poorly fitted or top-dose-only effect, or effect the other way, or a change in a side signal; inactive = no such curve, though single readings can be large or run the other way; the % refers to the signal ratio; note: potency is the fitted concentration of half-maximal effect; % is set by controls: 0 for no effect and ±100 for the full control effect
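Ratiometric TR-FRET (665 over 545 nm, excitation 340 nm) tracks disruption of MBNL1-His/biotin-(CUG)12 complex after 60 min at room temperature, with compounds at 92 nM to 58 uM final.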
Chronic BCR inh – chronic active BCR signaling inhibition | 340,000 compounds, 0.05% hits | ABC-DLBCL IkBa-CBG/CBR reporter, luminescence ratio, 4 h | Potency, µM (titrated, usually from 46.1 µM), inactives show at the highest dose ratio change, negative = lower green/red ratio, actives largely listed as inhibitors; active = well fitted inhibition curve with a large enough effect in the signal ratio, with a control signal flat, not every such curve was filed as active; inconclusive = small, poorly fitted or top-dose-only effect, or effect the other way, or a change in a side signal; the % refers to the signal ratio;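 note: potency is the fitted concentration of half-maximal effect; plate controls were basal doxycycline-induced cells for no effect and cells given 10 µM MG132 for full effect; MG132 reads +100%, hits lower the ratio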
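Doxycycline induced both beetle luciferases in TMD8 lymphoma cells; IKK-driven degradation limits the IkappaBalpha-fused green signal, while red luminescence normalises for cell number and nonspecific effects. Compounds tested up to 46 uM, 4 hrs.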
S-ASM inh – inhibitors of human secretory acid sphingomyelinase; P17405; placental ASM, HMU-PC fluorogenic substrate, 60 min; Potency, µM (titrated, usually from 57.5 µM), for the others: at the top dose activity change, negative = inhibition, usual class: inhibitors; 340,000 compounds, 0.006% hits; AID 504937; note: potency is the fitted concentration of half-maximal effect
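Human placenta-derived ASM enzyme was preincubated with compound for 10 minutes at room temperature, then given fluorogenic substrate HMU-PC0 (9 uM final) for 60 minutes at 37 °C; a pH 10 stop preceded fluorescence reading at Ex 386/Em 447 nm.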
hERG WT inh – inhibitors of human wildtype KCNH2 potassium channel; Q12809; U2OS, BacMam KCNH2, thallium flux FluxOr; active compounds read low; activity change, % at 1.84 µM; 340,000 compounds, 0.37% hits;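 active = maximum activity change below -70%; inconclusive = maximum activity change between -70% and -50%; inactive = maximum activity change above -50%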; note: % is set by controls: 0 for no effect and ±100 for the full control effect
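U2OS cells transduced with wild-type KCNH2 virus are loaded with FluxOr dye for 45 min, and thallium flux is measured in kinetic reads before and after stimulation buffer. Rate constants are normalized to DMSO controls.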
TSHR antagonist – human thyrotropin receptor antagonism | activity change, negative = inhibition, % at 11.5 µM | P16473 | AID 504810 | TSHR-expressing cells, TSH-stimulated cAMP HTRF, 2 h; active compounds read low | 330,000 compounds, 0.2% hits;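 active = activity change below a set negative limit, meaning inhibition stronger than a set level, cut at about -70% in these data; inconclusive = activity change between two set negative limits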; note: % is set by controls: 0 for no effect and ±100 for the full control effect
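Cell-based HTRF cAMP assay; TSHR cells + compound, TSH EC80 (4nM final), 2 h, 37 deg C. Lysis with anti-cAMP cryptate and cAMP-d2, 30 min RT, read 665/620 nm.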
GALK inhibitor – inhibitors of human galactokinase. P51570. Purified GALK, Kinase-Glo residual ATP luminescence. Potency, µM (top dose mostly 57.5 µM), for the others: top-dose activity change, negative = inhibition, usual class: inhibitors. 270,000 compounds, 0.007% hits; note: potency is the fitted concentration of half-maximal effect; % is set by controls: 0 for no effect and ±100 for the full control effect
Target sequence (P51570 whole entry, looked up): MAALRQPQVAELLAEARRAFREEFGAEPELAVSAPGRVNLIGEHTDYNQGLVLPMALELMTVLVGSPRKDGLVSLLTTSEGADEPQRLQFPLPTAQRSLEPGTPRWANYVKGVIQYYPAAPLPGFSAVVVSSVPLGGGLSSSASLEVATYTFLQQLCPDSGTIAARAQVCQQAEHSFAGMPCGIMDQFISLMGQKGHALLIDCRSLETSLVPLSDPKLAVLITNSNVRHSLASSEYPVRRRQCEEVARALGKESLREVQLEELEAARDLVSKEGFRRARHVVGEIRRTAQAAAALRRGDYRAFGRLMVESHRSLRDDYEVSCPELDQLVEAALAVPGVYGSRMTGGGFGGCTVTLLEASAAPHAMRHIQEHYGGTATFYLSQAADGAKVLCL
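The enzyme phosphorylates galactose (100 uM) using ATP (35 uM); inhibition is detected as higher residual ATP, quantified by bioluminescence after 1 h reaction at room temperature, pH 8.0.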
Eya2 inh – Eya2 (human) phosphatase inhibition; O00167; recombinant Eya2, OMFP fluorescence dephosphorylation (OMFP is methylfluorescein phosphate); Potency, µM (top dose mostly 76.9 µM), for the others: at the top dose activity, negative = inhibition, usual class: inhibitors; 330,000 compounds, 0.006% hits; AID 488837; note: potency is the fitted concentration of half-maximal effect; % is set by controls: 0 for no effect and ±100 for the full control effect
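Eya2 (0.2 uM) preincubated 10 min at ambient with compound, then OMFP substrate added at 50 uM; 10 min reaction in 50 mM HEPES pH 7.5, 50 mM NaCl, 5 uM MgCl2, 0.05% BSA, 1 mM DTT. Fluorescence read at Ex 485/Em 525 nm.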
Mito fusion yeast – blocks mitochondrial division or promotes mitochondrial fusion | 320,000 compounds, 0.23% hits | S. cerevisiae fusion-defective mutant growth rescue, CellTiterGlo 48 h | Potency, µM (series often up to 46.1 µM), for the others: at the top dose growth rescue (activation), hits mostly activators;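 note: potency is the fitted concentration of half-maximal effect; % of control where 0% means no effect; nearly all actives have a fitted effect of over 45% in size; temperature-sensitive fusion mutants such as fzo1-1 at 37 °C on non-fermentable ethanol glycerol medium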
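Temperature-sensitive fusion-defective S. cerevisiae (e.g. fzo1-1, mgm1-5) were grown with compound in YPEG medium (3% ethanol, 3% glycerol) for 48 hours at 37C. Growth rescue was measured as viability by CellTiterGlo luminescence after 10 minutes at ambient.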
USP2a inh – blocks human ubiquitin-specific protease USP2a; O75604; 330,000 compounds, 0.01% hits; AID 463254; USP2 core, Ub-CHOP2 coupled fluorogenic reporter, 485/531; Potency, µM (top dose mostly 38.3 µM), for inactives: at the highest dose activity change, negative = inhibition, hits mostly inhibitors;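 note: potency is the fitted concentration of half-maximal effect; plate controls were DMSO wells for no effect and full inhibition by NEM control for full effect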
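USP2 core (10nM final) preincubated 30min RT with compound in 20mM Tris-HCl pH 8.0, 2mM CaCl2, 2mM beta-mercaptoethanol, 0.05% CHAPS; 25nM Ub-CHOP2 plus 25nM reporter substrate added, fluorescence (Ex485/Em531) read after 60min.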
* marks the source's active call; other numbers are inactive results; i = inactive; ? = inconclusive; . = no result given; [ ] = dose if it differs, or a comment. Unless noted, calls come from the whole dose curve; as a rule, active = well fitted curve in the direction sought with a large enough effect; inconclusive = small, poorly fitted or top-dose-only effect, or another doubt; inactive = no such curve, though single readings can be large; an effect the other way counts as inactive or inconclusive.

The line under a structure holds: Menin MLL FP TR	PKM2 act	MBNL1-CUG inh	Chronic BCR inh	S-ASM inh	hERG WT inh	TSHR antagonist	GALK inhibitor	Eya2 inh	Mito fusion yeast	USP2a inh
Cc1ccc(N2CC(C(=O)OCC(=O)c3ccc(F)cc3)CC2=O)cc1 (configuration not stated)
    15%	0%	-4%	-5%	2%	-3	-1	1%	-17%	-2%	3%
c1ccc(-c2n[nH]nc2-c2ccccc2)cc1
    1%	-3%	0%	-12%	-2%	-5	-5	-1%	16%	-28%	8%
CCc1ccccc1NC(=O)CSc1n[nH]c(C)c1[N+](=O)[O-]
    24%	-13%	.	0%	0%	-1	2	-1%	1%	0%	4%
CC(C(=O)O)N1C(=O)/C(=C/C=C/c2ccco2)SC1=S (configuration not stated)
    ?	20%	?	7%	-21%	-9	-1	-2%	13%	0%	?
O=C(O)c1nn(CCSc2ccccc2F)c(=O)c2ccccc12
    .	4%	12%	-2%	-6%	12	3	5%	-11%	-2%	-5%
Cc1cc(C)n(CC(O)COc2ccccc2Br)n1 (configuration not stated)
    -30%	0%	2%	?	-4%	3	14	0%	-3%	2%	-1%
COc1cccc2cc(C(=O)OCc3ccccc3)c(=O)oc12
    3%	12%	?	?	-3%	-10	13	-1%	-6%	13%	-5%
O=C(COC(=O)/C=C/c1ccc(F)cc1)Nc1ccc2[nH]c(=O)[nH]c2c1
    .	.	.	0%	0%	-13	9	.	26%	6%	1%
CC1CCN(S(=O)(=O)c2nnc(NC(=O)COc3ccccc3F)s2)CC1
    -22%	-1%	2%	-1%	-1%	-15	-16	.	4%	1%	1%
CC1CCN(S(=O)(=O)c2ccc(NC(=O)C3CSC4(C)CCC(=O)N34)cc2)CC1 (configuration not stated)
    .	.	.	7%	.	28	-2	.	-28%	9%	-1%
COc1ccc(N2CCC(CNC(=S)Nc3cccc(C)c3)C2)cc1 (configuration not stated)
    1%	-2%	.	-4%	-20%	16	-12	4%	-2%	?	0%
COc1ccc2cc(C(=O)N3CCc4ccccc43)[nH]c2c1
    ?	.	49%[activator]	?	-9%	2	5	.	3%	5%	4%
O=C(CSc1cn[nH]n1)Nc1ccccc1C(F)(F)F
    2%	3%	4%	-4%	3%	-22	-4	10%	0%	0%	1%
COc1ccc(C(=O)NCc2c(CC(C)C)oc(C)c2C(=O)O)cc1
    40%[activator]	10%	?	15%	5%	-11	-4	0%	-4%	-1%	-1%
CN=C1C=C/C(=N/N=c2\ccn(O)cc2C)C=C1C
    ?	-26%	?	?	-15%	-37	-19	10%	-29%	-15%	-22%
O=C(c1ccc2c(c1)OCO2)N1CCN(c2ccc(Cl)cc2)CC1
    -13%	-3%	6%	-5%	-5%	7	-1	4%	-9%	-4%	-1%
Cc1ccc(S(=O)(=O)N2CCN(C(=O)C3CCN(C(=O)c4ccccc4C)CC3)CC2)cc1C
    ?	10%	-3%	0%	0%	-7	2	0%	11%	-8%	4%
C/C(=N\NC(=O)C(O)(c1ccccc1)c1ccccc1)c1ccc(C)o1
    -14%	-1%	15%[11.5 µM]	-1%	-3%	i	1	.	9%	-32%[inhibitor]	0%
Cc1cc(Br)ccc1OCC(=O)NNC(=O)c1cnccn1
    11%	2%	-3%[11.5 µM]	1%	0%	8	-1	.	-1%	-31%[inhibitor]	6%
COC(=O)c1ccc2nc(NC(=O)C3CCCCC3)sc2c1
    4%	-4%	21%	?	1%	-2	15	4%	-5%	0%	-5%
C=C(C)C(=O)Nc1cccc(C2=NOC3(C2)C[C@@H](C(N)=O)N(C(=O)C2(C)CC2)C3)c1 (some centres not stated)
    .	-15%	?	-6%	-22%	-1	7	-1%	-4%	22%	6%
COc1cc(/C=N/Nc2cc(C)nc(N)n2)ccc1O
    7%	.	10%	-8%	78%[activator]	12	-4	4%	6%	1%	6%
COc1ccccc1OCCC(=O)OCCN1C(=O)c2ccccc2C1=O
    2%	-2%	7%	-4%	-1%	13	-14	2%	7%[15.4 µM]	-3%	4%
Cc1ccccc1NC(=S)N1CCN(c2ccccc2)CC1
    ?	1%	2%	-1%	-2%	-8	-7	2%	-1%	-6%	2%
Cc1ccc(C)c(C(C)NC(=O)c2ccccc2Br)c1 (configuration not stated)
    -3%	1%	-7%	0%	1%	2	-1	1%	-5%	17%	3%
CC(=O)c1sc(NC(=O)c2ccc(Br)o2)nc1C
    .	-35%	17%	.	3%	10	38	-1%	1%	-10%	-1%
COc1cccc(NC(=O)CCCNC(=O)Cn2cnc3sc(C)c(C)c3c2=O)c1
    6%	8%	10%	-9%	-17%	0	6	8%	-1%	4%	-1%
Nn1cnnc1N/N=C/c1cccc(Cl)c1Cl
    13%	.	?	?	-1%	-8	22	.	-2%	-2%	3%
COc1cc(CNc2ccc3[nH]c(=O)[nH]c3c2)cc(Cl)c1OCC(=O)NC(C)(C)C
    -20%	17%	?	-2%	5%	-10	-8	-1%	1%	-2%	0%
CC(Sc1nnc(CNC(=O)c2ccccc2F)n1C)C(=O)Nc1nccs1 (configuration not stated)
    -14%	7%	1%	1%	-3%	-161*	-1	-2%	12%	2%	2%
O=C(O)c1ccc(COc2ccc([N+](=O)[O-])cc2)o1
    1%	.	?	?	-4%	1	1	-1%	2%	4%	4%
CN1C/C(=C/c2ccsc2)C(=O)/C(=C/c2ccsc2)C1
    9%	19%	-17%	?	-4%	2	9	-4%	-11%	0%	2%
O=C(CSc1nc(-c2ccc(F)cc2)cs1)N1CCN(C(=O)c2ccco2)CC1
    -6%	27%	-14%	?	0%	-6	-20	8%	-5%	12%	2%
CCCCNC(=O)C1(O)c2ccccc2NC(=O)N1c1ccc(Cl)cc1 (configuration not stated)
    32%[activator]	.	-24%	?	27%	2	-3	2%	-10%	-2%	3%
COc1ccc(NC(=O)CSc2nnc(C3CC3)n2C)cc1S(=O)(=O)N1CCCCC1
    .	.	.	4%	6%	9	1	.	-19%	1%	1%
CN(C)Cc1c(C(=O)Nc2ccccc2)[nH]c2ccccc12
    .	.	.	?	0%	17	-4	.	6%	-4%	-2%
O=c1cc(CO)oc(CN2CCCC2)c1O
    10%	1%	6%	7%	4%	6	4	-1%	10%	0%	1%
Cc1cc(Nc2ccc(F)cc2C)n2ncnc2n1
    -3%	-5%	0%	-5%	5%	0	-5	-8%	4%	-5%	2%
CN1CCC(=NNC(=O)C(=O)Nc2cccc(Br)c2)CC1
    -3%	-6%	2%	?	-1%	14	20	-2%	3%	1%	-5%
COc1ccc(OC)c(NC(=O)C(CCSC)NS(=O)(=O)c2cccs2)c1 (configuration not stated)
    12%	-1%	4%	-10%	-4%	5	10	1%	-19%	-12%	2%
CCCCCC(=O)Nc1ccc(S(=O)(=O)Nc2nccnc2OC)cc1
    -6%	2%	-2%	-4%	-1%	-5	16	-1%	?	0%	2%
CCCN1CC(=O)N2C(c3ccccc3)c3[nH]c4ccccc4c3C[C@H]2C1=O (some centres not stated)
    18%	.	-1%	1%	-4%	7	3	2%	-9%	9%	-1%
CCOCCCNC(=O)CN1C(=O)NC(Cc2c[nH]c3ccccc23)C1=O (configuration not stated)
    6%	.	-7%	2%	3%	18	-10	-1%	12%	7%	1%
CCOc1ccc2c(c1)[N+](C)(C)C(C)(C)C=C2C
    -15%	3%	.	1%	-3%	5	-4	0%	13%	0%	11%
CCN(/C=N/S(=O)(=O)c1ccc(Cl)cc1)CC
    24%	3%	-8%	-2%	-1%	-19	9	3%	-5%	3%	4%

Only part of the results is shown; count on the stated rates, not on these rows.
